Rpn11 block: blocks the human proteasome subunit Rpn11 | O00487 | human 26S proteasome, Ub4-pepOG fluorescence polarization; 20S core pre-blocked with epoxomicin | calls only at 20 µM | hit rate 0.59% among 360,000;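 active = inhibition at 20 µM, scaled to each plate's controls, above about 33%, limit read from the data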
Target sequence (O00487 whole entry, looked up): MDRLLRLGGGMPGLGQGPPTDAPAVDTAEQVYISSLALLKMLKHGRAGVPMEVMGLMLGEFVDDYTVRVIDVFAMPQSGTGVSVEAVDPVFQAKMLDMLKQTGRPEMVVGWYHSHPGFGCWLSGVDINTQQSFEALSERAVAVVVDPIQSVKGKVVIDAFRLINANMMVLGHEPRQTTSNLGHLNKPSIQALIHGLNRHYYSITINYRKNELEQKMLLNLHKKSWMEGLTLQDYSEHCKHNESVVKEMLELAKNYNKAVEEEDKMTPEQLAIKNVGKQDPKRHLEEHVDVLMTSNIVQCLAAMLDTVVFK
MLLE-PAM2 inh: inhibitors of microRNA-mediated deadenylation, human PABP1 MLLE binding. inhibition, % at 20 µM. P11940. hit rate 0.36% among 360,000. GST-MLLE / FITC-PAM2 fluorescence polarization; in the data active = inhibition above about 35%, passing the limit was not always enough;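 note: plate controls were DMSO wells with GST-MLLE for no effect and wells lacking GST-MLLE protein for full effect; some results filed as inactive read as strong as hits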
STEP block: STEP (human) phosphatase inhibition. P54829. AID 588621. inhibition, % at 20 µM. recombinant STEP, OMFP fluorogenic substrate, fluorescence. hit rate 0.25% among 360,000;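 active = inhibition at 20 µM, scaled per plate between control wells, above about 37%, limit read from the data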;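 note: 0% = DMSO with enzyme and substrate and 100% = substrate only without enzyme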
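System: STEP (striatal-enriched tyrosine phosphatase) enzyme, cell-free; medium: Bis-Tris pH 6.0 buffer with DTT, detergent; dosing: 20 µM, 1% DMSO; times: reaction 20 min, ambient temperature; detection: fluorescence, 480/540 nm; read-out basis: normalized % inhibition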
NadD inh: blocks S. aureus nicotinate mononucleotide adenylyltransferase | purified NadD enzyme, colorimetric absorbance read-out | inhibition, % at 20 µM | hit rate 0.78% among 360,000 | AID 602399; in the data active = inhibition above about 26%; note: some compounds past the cut are filed as inactive
CSN deneddyl inh: inhibitors of human CSN-mediated cullin deneddylation; AID 651999; inhibition, % at 12.5 µM; Purified CSN, SCF-Nedd8-OG deneddylation, fluorescence polarization; hit rate 0.38% among 360,000;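 active = pattern-corrected inhibition above about 35%, with an unprinted fluorescence ratio check between 0.5 and 1.5, limit read from the data, passing the limit was not always enough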;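 note: 0% = enzyme with substrate and 100% = substrate without enzyme; some results filed as inactive read as strong as hits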
Target sequence (Q92905 whole entry, looked up, one chain of several): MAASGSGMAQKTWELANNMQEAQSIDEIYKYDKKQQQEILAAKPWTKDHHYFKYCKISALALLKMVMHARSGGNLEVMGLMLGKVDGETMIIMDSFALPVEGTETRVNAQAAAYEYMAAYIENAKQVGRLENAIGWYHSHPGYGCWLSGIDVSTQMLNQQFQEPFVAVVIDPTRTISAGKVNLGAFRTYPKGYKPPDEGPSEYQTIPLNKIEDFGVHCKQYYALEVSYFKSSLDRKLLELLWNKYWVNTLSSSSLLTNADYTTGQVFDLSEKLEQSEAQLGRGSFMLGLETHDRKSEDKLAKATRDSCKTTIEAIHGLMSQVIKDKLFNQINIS
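Assay system: HEK293T-derived human Csn5 enzyme; quantity: 0.24 nM enzyme; medium: Tris/NaCl/DTT buffer, pH 7.5; also added: substrate SCFSkp2-Nedd8OG, 10 nM; doses: 12.5 µM compound; schedule: 90 min reaction at room temperature; signal: FP; read-out: % inhibition of substrate cleavage by Csn5; benchmarks: substrate-only high control, full reaction low control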
Tb MetRS inh: Trypanosoma brucei MetRS inhibition; purified T. brucei MetRS, ATP depletion, Kinase-Glo luminescence; inhibition, % at 11.9 µM; hit rate 0.4% among 360,000;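 active = inhibition above a per-plate cutoff of the control wells' mean inhibition plus 3 SD, cut at about 5.5% in these data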;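 note: 0% = DMSO wells median and 100% = median of wells with control inhibitor compound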
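Material: T. brucei methionyl-tRNA synthetase, purified; reagent: substrates ATP, L-methionine and bulk Escherichia coli tRNA; dosing: 11.9 µM single point; timing: 15 min plus 2 h at 25 °C; detection: luminescence of leftover ATP; evaluation: % inhibition; control set: DMSO-only wells as low control; replicates: singlicate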
Scp-1 inhibitor: inhibitors of human Scp-1 phosphatase; inhibition, % at 20 µM; hit rate 0.88% among 340,000; Recombinant Scp1, phosphopeptide, malachite green phosphate absorbance;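 active = inhibition above about 50% at 20 µM, limit read from the data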;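 note: plate controls were DMSO wells with enzyme for no effect and wells lacking enzyme for full effect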
Target sequence (Q9GZU7 76-261 limits assumed): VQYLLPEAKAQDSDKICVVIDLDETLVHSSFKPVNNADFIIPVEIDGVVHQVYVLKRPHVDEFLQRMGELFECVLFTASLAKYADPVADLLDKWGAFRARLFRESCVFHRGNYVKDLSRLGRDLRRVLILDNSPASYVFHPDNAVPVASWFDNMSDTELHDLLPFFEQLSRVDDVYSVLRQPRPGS
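Material: truncated SCP-1 phosphatase (76-261aa) / Buffer or medium: 50 mM Tris acetate pH 5.5, 0.005% Tween-20, 10 mM MgCl2 / Compound dosing: one concentration, 20 µM, with 1.0% DMSO / Incubation: 45 min room-temperature reaction, 5 min colour, 30 min stabiliser / Detection: colorimetric free-phosphate detection, absorbance 630 nm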
LMPTP block: LMPTP (human) inhibition | P24666 | recombinant LMPTP-A, OMFP fluorogenic substrate, fluorescence intensity | inhibition, % at 20 µM | hit rate 0.22% among 360,000 | AID 651560;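 active = compounds that cut the enzyme signal by at least half of the control window in the single-dose screen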;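 note: plate controls were DMSO wells with enzyme plus substrate for no effect and substrate without enzyme for full effect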
Target sequence (P24666 whole entry, looked up): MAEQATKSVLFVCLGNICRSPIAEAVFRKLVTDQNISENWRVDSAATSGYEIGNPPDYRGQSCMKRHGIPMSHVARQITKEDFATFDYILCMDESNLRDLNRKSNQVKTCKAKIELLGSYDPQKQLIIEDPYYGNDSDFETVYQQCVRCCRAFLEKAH
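Buffer or medium: Bis-Tris pH 6.0, DTT, detergent; Assay system: LMPTP-A enzyme; Quantity: 0.625 nM enzyme; Detection: endpoint fluorescence intensity; Times: 50 min dark incubation at room temperature; Controls: substrate-only low control, DMSO enzyme-plus-substrate high control; Doses: single 20 µM dose; Read-out: percent inhibition versus substrate-only and uninhibited controls; Reagent: 400 µM OMFP.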
SUMO1 PPI mod: alters human SUMO1 binding to SIM partners; SUMO1 binding to a labelled peptide, TR-FRET, 1 h; inhibition, % at 20 µM; hit rate 0.33% among 360,000; in the data active = inhibition above about 37%
DNMT1 block: inhibitors of human DNMT1; DNMT1 molecular beacon, Hinp1I cleavage, fluorescence; P26358; AID 588458; hit rate 0.83% among 360,000; inhibition (reported as % activation of signal), % at 10 µM; in the data active = inhibition above about 50%
Active calls of the source: *; i = inactive; . = no result given; + = active, no number.

SMILES	Rpn11 block	MLLE-PAM2 inh	STEP block	NadD inh	CSN deneddyl inh	Tb MetRS inh	Scp-1 inhibitor	LMPTP block	SUMO1 PPI mod	DNMT1 block
COc1cc(S(=O)(=O)N2CCCCC2)c(OC)cc1Br	i	0	2	-10	3	-0.6	-5	0.0	3	5
O=C(COc1ccc(Cl)cc1Cl)Nc1ccc(S(=O)(=O)NC2=NCCCCC2)cc1	i	-5	-2	2	3	3.6	4	1.3	1	-2
COc1ccc(CN(C)C(=O)Cn2cnc(C(=O)Nc3ccc(C)c(C)c3)n2)cc1OC	i	-3	0	4	1	-0.2	1	-1.3	3	2
Brc1ccccc1-n1nnc(-c2nccs2)n1	i	-3	-1	0	-2	-0.3	2	-2.4	-1	-1
Fc1ccc(CN2CCCCCC2)c(F)c1	i	-5	-4	8	-3	-0.1	-6	-3.1	0	-1
N#CC1=C(SCc2ccc(C#N)cc2)N=C(N)C(c2nc(-c3ccccc3)cs2)C12CCCCC2 (centres undefined)	i	-5	3	39*	2	-1.9	-2	2.9	1	-15
COC(=O)c1cc(Cc2ccc(N)c(C(=O)OC)c2)ccc1N	i	-4	-3	-4	0	0.0	31	1.4	2	-12
COc1ccc(NC(=O)c2cc([N+](=O)[O-])ccc2N2CCCC2)cc1	i	-6	2	0	-2	-1.0	-5	0.9	-22	-1
COc1ccc(S(=O)(=O)N2CCCC2C(=O)Nc2ccc(C(C)=O)cc2)cc1 (centres undefined)	i	-4	-1	-7	-5	-0.4	-8	0.0	5	1
COc1ccc(S(=O)(=O)N2CCN(C(=O)c3cc(C)nc4ccccc34)CC2)cc1OC	i	-2	-2	0	-6	-0.1	-6	-1.4	2	-4
COc1cccc(OC)c1C(=O)Nc1cccc(S(=O)(=O)Nc2ccccc2Cl)c1	i	2	-2	5	3	-0.1	-2	-0.6	3	-2
CCC/C(O)=C1\C(=O)CC(C)(C)CC1=Nc1cccc([N+](=O)[O-])c1	i	-5	0	-1	4	0.0	-9	0.0	-17	-1
O=C(OCc1cc(=O)n2c(n1)sc1ccccc12)c1ccc2c(=O)n3c(nc2c1)CCC3	i	-34	10	17	36*	0.2	72*	39	29	102*
CCN(CC)S(=O)(=O)c1ccc(C(=O)N2CCCCC2)cc1	i	12	2	12	-2	-1.0	-7	-0.8	3	3
CCCCCC(=O)NC(Nc1ccc(S(N)(=O)=O)cc1)C(Cl)(Cl)Cl (centres undefined)	i	9	-10	-2	-6	-1.3	-2	0.4	0	1
Cn1c(C(=O)N2CCC(C(=O)N3CCN(Cc4ccc5c(c4)OCO5)CC3)CC2)cc2sccc21	i	-9	1	0	1	-0.1	-7	-1.8	1	1
O=C1CC(SC2=NCCS2)C(=O)N1c1ccc(Cl)cc1 (centres undefined)	i	-10	-4	-1	5	0.0	-10	-1.0	2	4
CSCCC(C(=O)NC(C)(C)C)n1c(-c2ccccc2)nc2ccccc21 (centres undefined)	.	.	.	.	7	-0.6	.	-0.7	-3	.
CCOC(=O)C(NC(=O)CC)(Nc1ccc(S(=O)(=O)Nc2cc(C)on2)cc1)C(F)(F)F (centres undefined)	i	-4	2	-1	-4	-0.1	-2	-0.1	-1	-3
Cc1ccc(C(=O)N/N=C\c2cc3c(cc2Br)OCO3)s1	i	-7	0	3	1	-0.7	3	-0.7	0	15
CCCNC(=O)COC(=O)/C=C/c1ccc(C)o1	i	-6	1	-2	3	-0.2	6	-1.0	-7	4
O=C(COc1cccc2ccccc12)NNC(=O)c1cccs1	i	-5	0	3	1	-1.1	-4	-0.2	1	-3
COc1ccc2cc(C(=O)C3CCCN(Cc4cccc(C)n4)C3)ccc2c1 (centres undefined)	i	2	4	-6	7	-0.1	-1	0.2	-10	-4
CN(C(=O)C(=O)c1cn(CC(=O)N2CCCC2)c2ccccc12)C1CCCCC1	i	-19	-1	-2	-1	-0.4	1	-2.4	0	0
CCCOC(=O)C(C)n1cnc2scc(-c3ccc(C)cc3)c2c1=O (centres undefined)	i	3	0	-12	1	-0.9	-8	0.7	2	0
Going on with the list.
SMILES	Rpn11 block	MLLE-PAM2 inh	STEP block	NadD inh	CSN deneddyl inh	Tb MetRS inh	Scp-1 inhibitor	LMPTP block	SUMO1 PPI mod	DNMT1 block
CCOC(=O)C1CCCN(CC(=O)Nc2nc(-c3ccccc3)cs2)C1 (centres undefined)	i	2	2	-3	-1	0.5	-4	2.2	1	-2
N#Cc1ccc(CSc2nnc(NC(=O)CCc3nc4ccccc4c(=O)[nH]3)s2)cc1	i	-39	1	12	7	-0.1	-4	0.6	8	68*
CCOC(=O)CSc1nnc2n(C3CCCCC3)c(=O)c3c4c(sc3n12)CCCC4	i	-93	-4	-3	5	-0.7	-6	0.6	-1	2
O=c1[nH]c2ccc(Cl)cc2c(-c2ccccc2)c1SC(=S)N1CCCCC1	i	27	11	37*	5	-0.4	-4	1.3	-3	-8
CC(C(=O)c1ccc(-c2ccccc2)cc1)[n+]1cccc(C(N)=O)c1 (centres undefined)	i	8	-3	-3	-3	0.2	-4	2.9	-3	-2
CNC(=O)COc1ncnc2scc(-c3ccc(F)cc3)c12	i	-40	-1	12	-1	-0.5	-5	0.5	0	-10
Cn1c(C(=O)Nc2ccc3c(c2)OCO3)cc2c(=O)n(C)c3ccccc3c21	i	2	-4	0	-2	-0.5	-4	2.0	14	-5
CCOC(=O)N1CCN(C(=O)c2cc(-n3cnnc3)ccc2Cl)CC1	i	-4	-3	-1	5	-1.7	-1	0.1	-3	2
CNC(=O)c1cc(Nc2nnc(-c3ccc(O)cc3)c3ccccc23)ccc1OC	i	13	-2	-12	0	-0.3	0	1.5	7	-1
CN1CCN(CC(=O)Nc2ccccc2Oc2ccccc2)CC1	i	-2	2	-4	-1	-0.6	-2	0.6	2	6
CCn1c(Cc2ccccc2)nnc1SCc1cccc(C(=O)O)c1	i	3	0	1	-1	-0.3	1	-1.8	-5	-20
O=C(O)c1cccnc1SCc1cn2cc(Br)ccc2n1	i	11	-2	7	-8	0.6	1	1.1	2	3
O=C(N/N=C/c1ccc(N2CCOCC2)cc1)C1COc2ccccc2O1 (centres undefined)	i	11	0	1	5	-0.6	-1	0.9	-13	1
Cc1ccc(N2C(=O)SC(Cc3ccccc3)C2=O)cc1 (centres undefined)	i	34	8	-4	0	-0.5	4	1.1	6	1
O=C(CCSc1ccccc1Cl)NNC(=O)c1ccncc1	i	5	-3	-6	1	-0.2	-1	-1.1	-14	2
COc1cccc(NC(=O)C2CC(=O)N(Cc3ccc(C)cc3)C2)c1 (centres undefined)	i	-14	-3	0	-2	0.5	1	-0.9	3	-3
COC(=O)c1sc2nc(SCc3ccccc3C#N)n(N)c(=O)c2c1C	i	17	-2	19	2	-0.5	-14	2.8	1	0
CCOC(=O)N1CCN(C(c2cc3ccccc3o2)c2nnnn2C(C)(C)C)CC1 (centres undefined)	.	.	.	7	-2	0.1	.	-0.3	1	.
CCCNC(=O)c1onc(CSc2ccccn2)c1C(=O)NCCC	i	5	-1	8	-7	-0.4	-1	1.2	1	-3
CCCc1cc(=O)n2[nH]cc(-c3ccc(Cl)cc3)c2n1	i	7	3	11	1	-0.6	-5	-2.2	4	2
O=S(=O)(c1ccc(Br)cc1F)N1CC[C@H](O)C1	i	-13	-1	-2	-4	-0.3	-5	-1.6	1	0
O=c1nc(N2CCCCC2)nc2n1CCO2	i	-10	-2	-5	3	-1.1	0	-1.2	9	4
COc1ccccc1C1NC(=O)NC(C)=C1C(=O)Nc1cccc(C)c1C (centres undefined)	i	-13	1	3	-4	-0.3	-12	-0.1	4	2
Cc1ccc(CNC(=O)CC2C(=O)Nc3c2c(=O)n(C)c(=O)n3Cc2ccccc2)cc1 (centres undefined)	i	3	2	2	3	0.1	-6	0.8	-2	-7
COC(=O)c1ccc(COc2ccc(/C=C(\C#N)c3nc4ccccc4[nH]3)cc2OC)o1	+	-17	1	18	57*	1.9	-4	2.5	-1	4

Continued; the last three above are carried over.
SMILES	Rpn11 block	MLLE-PAM2 inh	STEP block	NadD inh	CSN deneddyl inh	Tb MetRS inh	Scp-1 inhibitor	LMPTP block	SUMO1 PPI mod	DNMT1 block
COc1ccccc1C1NC(=O)NC(C)=C1C(=O)Nc1cccc(C)c1C (centres undefined)	i	-13	1	3	-4	-0.3	-12	-0.1	4	2
Cc1ccc(CNC(=O)CC2C(=O)Nc3c2c(=O)n(C)c(=O)n3Cc2ccccc2)cc1 (centres undefined)	i	3	2	2	3	0.1	-6	0.8	-2	-7
COC(=O)c1ccc(COc2ccc(/C=C(\C#N)c3nc4ccccc4[nH]3)cc2OC)o1	+	-17	1	18	57*	1.9	-4	2.5	-1	4
COc1ccc2[nH]c(=O)c(CN(C(=O)c3ccco3)C(C)C)cc2c1	i	-80	-2	-8	0	-0.6	60*	-1.5	4	7
O=C1[C@H]2[C@@H](c3ccc(C(F)(F)F)cc3)N[C@]3(CCCN(Cc4ccc(C(F)(F)F)cc4)C3=O)[C@H]2C(=O)N1Cc1ccccc1	i	3	1	17	4	-1.0	.	6.8	2	-14
O=C(c1ccco1)N1CCN(C(c2cccs2)c2nnnn2C2CCCCC2)CC1 (centres undefined)	i	3	2	3	7	-0.1	-4	0.2	-7	-1
CCN1CCN(C(=O)c2ccc(OC)c(S(=O)(=O)Nc3ccc(C)cc3)c2)CC1	i	2	0	0	-11	-0.2	8	0.2	-2	1
Cc1csc(=Nc2cccnc2)n1Cc1ccco1	i	12	2	-6	-2	0.3	11	0.0	-4	2
O=C(COC(=O)COc1ccccc1)NCCC1=CCCCC1	i	0	-3	3	1	0.0	-14	-1.3	6	2
COc1c(/C=N/Nc2ccc([N+](=O)[O-])cc2[N+](=O)[O-])c(C)nn1-c1ccccc1	i	-4	0	15	-2	-0.5	-5	3.5	-17	-4
Cc1onc(-c2c(Cl)cccc2Cl)c1C(=O)N1CCc2ccccc2C1	i	-6	-1	-6	3	-0.3	-7	0.6	4	1
CCCCn1c(N)c(N(Cc2ccccc2OC)C(=O)CSCC(=O)Nc2ccc(C)cc2)c(=O)[nH]c1=O	i	-30	-2	-3	2	-0.1	-6	-0.9	-1	0
